NSD2 HMT inh – blocks human histone methyltransferase NSD2; O96028; NSD2 peptide methylation, AlphaScreen, 120 min; inhibition, % at 12.5 µM; 310,000 tested, 0.54% active; AID 743445; in the data active = inhibition above about 50%
Target sequence (O96028 whole entry, looked up): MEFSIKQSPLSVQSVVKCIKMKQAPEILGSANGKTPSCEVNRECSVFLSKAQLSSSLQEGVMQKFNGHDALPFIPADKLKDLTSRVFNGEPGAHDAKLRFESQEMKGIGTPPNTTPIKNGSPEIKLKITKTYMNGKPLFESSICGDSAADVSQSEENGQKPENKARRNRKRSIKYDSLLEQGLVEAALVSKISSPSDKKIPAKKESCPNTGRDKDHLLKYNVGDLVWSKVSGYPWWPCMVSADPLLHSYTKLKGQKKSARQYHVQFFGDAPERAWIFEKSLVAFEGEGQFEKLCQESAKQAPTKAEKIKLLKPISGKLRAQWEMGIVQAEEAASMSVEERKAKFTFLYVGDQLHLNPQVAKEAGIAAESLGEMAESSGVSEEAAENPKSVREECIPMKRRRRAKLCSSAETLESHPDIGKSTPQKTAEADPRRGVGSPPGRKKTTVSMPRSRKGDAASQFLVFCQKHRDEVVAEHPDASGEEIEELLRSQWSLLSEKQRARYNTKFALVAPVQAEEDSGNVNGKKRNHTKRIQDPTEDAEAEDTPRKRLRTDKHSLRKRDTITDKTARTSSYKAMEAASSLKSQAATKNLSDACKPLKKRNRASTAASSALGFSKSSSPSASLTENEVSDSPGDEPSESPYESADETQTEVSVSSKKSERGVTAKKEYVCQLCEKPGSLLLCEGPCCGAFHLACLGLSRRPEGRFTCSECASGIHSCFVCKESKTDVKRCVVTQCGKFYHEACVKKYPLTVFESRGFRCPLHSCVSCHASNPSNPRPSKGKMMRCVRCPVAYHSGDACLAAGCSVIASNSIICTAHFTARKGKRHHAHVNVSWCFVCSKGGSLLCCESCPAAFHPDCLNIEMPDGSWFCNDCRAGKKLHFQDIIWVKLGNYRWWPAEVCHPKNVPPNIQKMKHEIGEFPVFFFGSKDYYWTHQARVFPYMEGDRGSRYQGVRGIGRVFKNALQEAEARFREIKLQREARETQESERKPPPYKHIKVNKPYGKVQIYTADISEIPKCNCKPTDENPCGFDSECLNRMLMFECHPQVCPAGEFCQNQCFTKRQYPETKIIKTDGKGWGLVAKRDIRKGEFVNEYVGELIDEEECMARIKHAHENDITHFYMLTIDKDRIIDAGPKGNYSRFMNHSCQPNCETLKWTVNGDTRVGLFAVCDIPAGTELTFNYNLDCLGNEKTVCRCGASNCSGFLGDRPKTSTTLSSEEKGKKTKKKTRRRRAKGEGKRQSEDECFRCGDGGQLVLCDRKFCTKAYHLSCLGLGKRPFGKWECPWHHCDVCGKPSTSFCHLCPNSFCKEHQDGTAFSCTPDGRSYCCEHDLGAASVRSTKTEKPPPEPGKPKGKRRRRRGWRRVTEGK
An asterisk follows results filed as active. Only part of the results is shown; count on the stated rates, not on these rows.

Sample of the layout:
SMILES	NSD2 HMT inh
Cc1cc(=O)n(Cc2ccco2)c(=S)[nH]1	0
C=CCn1c(COc2ccc(C)cc2)nnc1SCC(=O)Nc1cc(Cl)cc(Cl)c1	2
CCCCn1c(N)c(N(CCC(C)C)C(=O)CSc2nc3ccccc3s2)c(=O)[nH]c1=O	0
O=C(C1CC1)N1CCc2cc(Br)c(S(=O)(=O)NCCCN3CCCCC3)cc21	9
CC(C)(C)C(=O)NCc1ccc(C(=O)CSc2nnc3n2CCCCC3)s1	6
COc1cccc(OC)c1C(=O)Oc1ccc2c(C)cc(=O)oc2c1	4
Oc1cccc(N2CCN(c3cccc(O)c3)CC2)c1	-1
COc1ccc(Nc2nnc(SCC(=O)N(CC(C)C)C3CCS(=O)(=O)C3)s2)cc1 (stereo not drawn)	-2
NC(COCc1ccccc1)c1csc(Nc2cc(NCCCO)ncn2)n1 (stereo not drawn)	6
O=C(Nc1nc2ccccc2s1)c1ccc2sc([C@H]3C[C@H](O)[C@@H](CO)O3)nc2c1	0
CN(C)C(=O)c1ccc(SC(=S)NCc2ccccc2)cc1	-1
NC(=O)c1cccc(-c2ccnc3c2CC(C(=O)NCCC(F)(F)F)O3)c1 (stereo not drawn)	5
O=[N+]([O-])c1ccc(NS(=O)(=O)c2ccc(Cl)c(Cl)c2)cc1	4
CN(C)c1cccc(CNC(=O)c2csc(COCCO)n2)c1	0

All compounds of this part, previewed entries included:
SMILES	NSD2 HMT inh
Cc1cc(=O)n(Cc2ccco2)c(=S)[nH]1	0
C=CCn1c(COc2ccc(C)cc2)nnc1SCC(=O)Nc1cc(Cl)cc(Cl)c1	2
CCCCn1c(N)c(N(CCC(C)C)C(=O)CSc2nc3ccccc3s2)c(=O)[nH]c1=O	0
O=C(C1CC1)N1CCc2cc(Br)c(S(=O)(=O)NCCCN3CCCCC3)cc21	9
CC(C)(C)C(=O)NCc1ccc(C(=O)CSc2nnc3n2CCCCC3)s1	6
COc1cccc(OC)c1C(=O)Oc1ccc2c(C)cc(=O)oc2c1	4
Oc1cccc(N2CCN(c3cccc(O)c3)CC2)c1	-1
COc1ccc(Nc2nnc(SCC(=O)N(CC(C)C)C3CCS(=O)(=O)C3)s2)cc1 (stereo not drawn)	-2
NC(COCc1ccccc1)c1csc(Nc2cc(NCCCO)ncn2)n1 (stereo not drawn)	6
O=C(Nc1nc2ccccc2s1)c1ccc2sc([C@H]3C[C@H](O)[C@@H](CO)O3)nc2c1	0
CN(C)C(=O)c1ccc(SC(=S)NCc2ccccc2)cc1	-1
NC(=O)c1cccc(-c2ccnc3c2CC(C(=O)NCCC(F)(F)F)O3)c1 (stereo not drawn)	5
O=[N+]([O-])c1ccc(NS(=O)(=O)c2ccc(Cl)c(Cl)c2)cc1	4
CN(C)c1cccc(CNC(=O)c2csc(COCCO)n2)c1	0
CC1(C(=O)NS(=O)(=O)c2cccc(C#N)c2)CCN1C(=O)C/C=C/c1ccccc1 (stereo not drawn)	0
COC(=O)c1cc2c(c3c4ccccc4n(S(=O)(=O)c4cccc(C)c4)c13)C(=O)N(Cc1ccccc1OC)C2	-1
CC1=NC2=CC=CC3=NC(C(Cl)(Cl)Cl)=NC(=N1)N23	1
CCc1ccc2c(c1)NC(=O)C2(C)Cc1ccc(Cl)cc1 (stereo not drawn)	-1
O=C(C1CCCN(S(=O)(=O)c2ccc([N+](=O)[O-])cc2)C1)N1CCN(Cc2ccccc2)CC1 (stereo not drawn)	18
CCCNC(=O)C1(C)CCCN(C(=O)COCc2ccccc2)C1 (stereo not drawn)	0
CNc1cc(-c2c(OC)cccc2OC)ncn1	0
Cc1ccc(NC(=O)c2cccc(S(=O)(=O)Nc3c(C)n(C)n(-c4ccccc4)c3=O)c2)cc1C	2
CCc1nc2ccc(C(=O)NCCCn3ccnc3)cn2c1N(CC)Cc1cccc(Br)c1	4
O=C(NC1CCCCC1)c1cccc2c(-c3ccc(F)c(F)c3)coc12	-5
COc1ccc(-c2cc(NC=O)c3ncc(-c4ccc(OC)c(OC)c4)n3c2)cc1	1
(listing goes on)
SMILES	NSD2 HMT inh
CC(=NNc1ccc2ccccc2n1)c1ccccn1	9
CC(=O)Nc1cc(-c2ccc(CO)cc2)cn2c(-c3ccc(F)cc3)cnc12	0
CCCNC(=O)c1cc(C2CCCN(C(=O)C3CCCCC3)C2)on1 (stereo not drawn)	1
COc1cc(C(O)c2nc(-c3cc4ccccc4o3)cs2)ccc1F (stereo not drawn)	-1
CNc1cc(C(=O)Nc2cccc(OCc3ccccc3)c2)ncn1	-2
CN(Cc1ccccc1)C(CNS(=O)(=O)c1ccccc1)c1ccccc1 (stereo not drawn)	-4
COc1ccc(C(=O)NCC2CCN(C(=O)C(=O)c3cccs3)CC2)c(OC)c1	7
CSc1cccc(NC(=O)C2CC(=O)N(c3ccc4c(c3)OCCO4)C2)c1 (stereo not drawn)	2
Cc1c(C(=O)N2CCC(C)(C(=O)NS(=O)(=O)C3CC3)C2)oc2ccccc12 (stereo not drawn)	-1
CC1(C(=O)NS(=O)(=O)c2ccc(F)cc2F)CCN1C(=O)c1ccc(C2CCCCC2)cc1 (stereo not drawn)	-4
COc1ccc(CCNC(=O)Nc2nnc([C@@H]3C[C@H](O)[C@@H](CO)O3)s2)cc1OC	-1
COc1cccc(CNS(=O)(=O)c2cc3c(cc2Br)CC(C)N3C(C)=O)c1 (stereo not drawn)	-3
C=CCNc1nc(NCCNC(C)=O)c2sc(-c3ccccc3)cc2n1	0
CN(C(=O)COC(=O)c1cccs1)c1ccccc1	1
CCc1ccccc1NC(=O)CSc1nnc(-c2cccs2)o1	3
COc1cc(-c2cnc3c(NC=O)cc(-c4ccc(S(C)(=O)=O)cc4)cn23)cc(OC)c1OC	0
Fc1ccccc1-c1n[nH]c(=S)n1N=Cc1ccc(-c2ccccc2)cc1	-2
O=C(NN=Cc1ccc2c(c1)CCC2)c1ccccc1[N+](=O)[O-]	2
CC(Sc1nc2ncc(Cl)cc2[nH]1)C(=O)Nc1ccccc1[N+](=O)[O-] (stereo not drawn)	-3
O=S(=O)(c1ccccc1)N1CCCc2nc(-c3ccccc3)ccc21	-1
COc1ccc(NC(=O)c2cc(-c3cc(C)cs3)[nH]n2)cc1OC	3
NC(c1ccccc1)c1csc(Nc2ccc(C(=O)NCCO)cc2)n1 (stereo not drawn)	0
CCN(CC(=O)Nc1ccc(OC)cc1)CC(=O)Nc1cccc(S(=O)(=O)N2CCOCC2)c1	-2
COc1ccc(OC)c(S(=O)(=O)N(CCc2ccc(OC)c(OC)c2)Cc2cccs2)c1	-5
CCN(CC(=O)Nc1ccc(OC)cc1)C(=O)C1CC(=O)N(Cc2ccccc2)C1 (stereo not drawn)	-1
Other structures follow.
SMILES	NSD2 HMT inh
COc1ccccc1CCNC(=O)CSCC(=O)Nc1ccccc1F	30
O=C(Nc1cccc(C(F)(F)F)c1)c1ccc(-c2ccc(F)c(F)c2)c2ccoc12	-1
COc1cc(NC(=O)CCc2c(C)noc2C)c(C(=O)O)cc1OC	0
O=C(NCc1ccncc1)C1Cc2c(-c3ccc(Cl)cc3)ccnc2O1 (stereo not drawn)	-4
c1ccc(-c2nn3c(-c4ccccc4)nnc3o2)cc1	-1
CC(C)CN(C(=O)COC(=O)c1cc2ccccc2oc1=O)C1CCS(=O)(=O)C1 (stereo not drawn)	22
CCCCN(C(=O)COc1ccc(F)cc1)c1c(N)n(CC(C)C)c(=O)[nH]c1=O	-1
Cc1ccc(F)c(S(=O)(=O)NC(=O)C2(C)CCN2C(=O)Cc2ccc(Cl)cc2Cl)c1 (stereo not drawn)	-9
CCCNC(=O)C1(C)CCCN(Cc2noc(-c3c(C)noc3C)n2)C1 (stereo not drawn)	-13
CNc1ncnc2c1ncn2[C@H]1CN(Cc2ccc(Cl)cc2)C[C@@H](CO)O1	-4
O=C1c2ccccc2CCC12OC2c1ccc([N+](=O)[O-])cc1 (stereo not drawn)	-2
COC1=CC(=O)OC(c2cccc([N+](=O)[O-])c2)C1 (stereo not drawn)	-2
COc1ccc(CNC(=O)c2ccc3nc(C)c(N(C)Cc4ccc(NC(C)=O)cc4)n3c2)cc1	1
O=C(Nc1ccc(F)c(Cl)c1)c1cc(C2CCCN(C(=O)C3CC3)C2)on1 (stereo not drawn)	-2
COc1ccc(-c2cc(NC=O)c3ncc(-c4ccc(OC)c(OC)c4)n3c2)c(OC)c1	0
COc1ccc(-c2ccc(C(=O)Nc3ccc(Cl)cc3)c3occc23)c(C)c1	0
CC1(C(=O)NS(=O)(=O)Cc2ccccc2)CCN1C(=O)c1ccc(C2CCCCC2)cc1 (stereo not drawn)	1
CCc1nc2ccc(C(=O)N(C)Cc3ccco3)cn2c1N(C)Cc1ccc(OC)cc1	5
CN1CCN(c2ncnc3c2ncn3[C@H]2CN(Cc3ccccc3)C[C@@H](CO)O2)CC1	2
Nc1nc(N)c2c(ccc3c2ccn3Cc2cccc([N+](=O)[O-])c2)n1	4
O=C(C(=O)N1CCN(S(=O)(=O)c2ccc(Cl)cc2)CC1)c1cccc(C(F)(F)F)c1	1
COc1cccc(C=Cc2nccc3ccccc23)c1OC	-3
COc1cc(C)ccc1S(=O)(=O)NC(=O)C1(C)CCN1C(=O)Cc1ccccc1Cl (stereo not drawn)	-2
Cc1ccc(NC(=O)COC(=O)c2ccc3c(c2)NC(=O)C2CCCN32)cc1C (stereo not drawn)	4
Cc1cccnc1C(NC(=O)C1CCN(Cc2ccc(Cl)cc2)CC1)c1ccc(F)cc1 (stereo not drawn)	2
The list continues.
SMILES	NSD2 HMT inh
CC(C)S(=O)(=O)N1CCCC(c2cc(C(=O)Nc3ccc(F)c(Cl)c3)no2)C1 (stereo not drawn)	-2
Cc1ccc(CN2C(=O)C(C)Oc3ccc(C)cc32)cc1 (stereo not drawn)	-4
C/C(C=NNC(=O)CSc1nc2ccccc2n1C)=C\c1ccccc1	0
CCOC(=O)C1(C)CCN1C(=O)c1ccc(OC)c(F)c1 (stereo not drawn)	-1
CCc1nc2ccc(C(=O)NCCCn3ccnc3)cn2c1N(C)CCCc1ccccc1	11
C/C(=N\NC(=O)c1nnn(-c2nonc2N)c1CSc1ccc(C)cc1)c1cccnc1	0
Cc1ccc(NC2CCCN(C(=O)c3nonc3C)C2)cc1C (stereo not drawn)	0
CCOC(=O)C1(C)CCCN(C(=O)c2ccccc2)C1 (stereo not drawn)	-3
O=C(Nc1ccccn1)C1CCN(C(=O)c2ccc(Cl)cc2)CC1	0
CCc1nc2ccc(C(=O)N3CCCC(C(N)=O)C3)cn2c1N(CCC(C)C)CCN(C)C (stereo not drawn)	-1
COc1ccc2c(c1)Cc1cc(NC(=O)c3ccccc3-c3ccccc3C(=O)O)ccc1-2	2
CC1CCN(S(=O)(=O)c2ccc3c(c2)C(Cl)(Cl)C(=O)N3)CC1	41
CCCS(=O)(=O)NC(=O)C1(C)CCCN(C(=O)c2cncc(Br)c2)C1 (stereo not drawn)	7
CC(OC(=O)C1=COCCO1)C(=O)NC1CCCC(C)C1C (stereo not drawn)	-1
CC(C)CC(NC(=O)OCc1ccccc1)C(=O)NCC(=O)NCC(=O)OCc1ccccc1 (stereo not drawn)	2
CCOC(=O)C1C[C@@H](O)C=CC1=O (stereo partly drawn)	-3
O=C(c1ccccc1OCc1ccccc1)N(Cc1ccccn1)CC1CCCO1 (stereo not drawn)	0
COc1ccc(-c2coc3c(C(=O)NC(C)C)cccc23)c(C)c1	-2
CC1CCCCC12NC(=O)N(CC(=O)Nc1cccnc1)C2=O (stereo not drawn)	1
CCc1nc2c(OCc3ccc(C(F)(F)F)cc3)cccn2c1N(C)C(=O)C1CC1	3
O=C(CSc1nnc(-c2ccccc2)n1-c1ccccc1)Nc1cccc2ccccc12	4
O=C(CSc1nc2ccccc2n1Cc1ccccc1Cl)NN=C/C(Br)=C/c1ccccc1	-2
CCCS(=O)(=O)NC(=O)C1(C)CCCN(C(=O)c2cccc(C(F)(F)F)c2)C1 (stereo not drawn)	-1
Cn1cc(-c2coc3c(C(=O)Nc4ccccc4)cccc23)cn1	0
Cc1ccc(C(=O)NCCN2C(=O)C3C4C=CC(C4)C3C2=O)cc1 (stereo not drawn)	-1
(listing goes on)
SMILES	NSD2 HMT inh
CCOc1ccc(Cl)cc1-c1cc(C(=O)Nc2ccc(C(C)C)cc2)[nH]n1	10
CC1(C(=O)Nc2ccc3c(c2)OCCO3)CCN1Cc1ccc2ccccc2c1 (stereo not drawn)	24
O=C(O)c1ccc(COc2ccc([N+](=O)[O-])cc2Cl)cc1	0
NC(CCc1ccccc1)c1csc(Nc2ccccn2)n1 (stereo not drawn)	3
CCc1nc2ccc(C(=O)NCCOc3ccc(OC)cc3)cn2c1N(C)C(=O)Cc1ccccc1	-1
CCN(CC)C(=O)c1oc(=O)c2ccccc2c1-c1ccc(C)cc1	-1
C#CCN1C[C@@]2(O)CC[C@@H](O)[C@@H](OC)[C@@H]2[C@@]1(C)[C@H](O)CC=C(C)C	-1
CC(=O)Nc1ccc(S(=O)(=O)NCCc2ccc3c(c2)OCCO3)cc1	-1
O=C(CS(=O)(=O)c1ccc(Cl)cc1)N1CCN(c2ccccc2)CC1	1
Cc1ccc(Nc2cc(=O)n(C)c(=O)[nH]2)cc1C	-1
COc1ccccc1CNc1nc(NCc2cccs2)nc2ccsc12	1
CSc1ccc(CN2CCC(C)(Oc3ccccc3F)C2)cc1 (stereo not drawn)	2
O=C(NCCCN1CCCC1=O)C(=O)NCC1OCCCN1S(=O)(=O)c1ccccc1 (stereo not drawn)	-6
CC(C)c1ccccc1NC(=O)Nc1nnc([C@@H]2C[C@H](O)[C@@H](CO)O2)s1	1
Cc1nc2ccc(C(=O)N3CCN(c4ccccc4)CC3)cn2c1N(C)C(=O)CCc1ccccc1	0
CCOC(=O)C1(c2ccccc2)CCCNC1=O (stereo not drawn)	0
COc1cc(C(=O)NN=C2c3ccccc3-c3ccccc32)cc(OC)c1OC	-1
CCCNC(=O)C1(C)CCCN(Cc2ccc(C(=O)OCC)o2)C1 (stereo not drawn)	-1
CC(C)NC(=O)c1ccc(CONC(=O)OCc2ccccc2)cc1	-2
OC(c1ccccc1)c1ncc(-c2cccc(F)c2)[nH]1 (stereo not drawn)	3

Bioassay records from PubChem.
